Compound activity as filed in PubChem BioAssay.
mcGAS inh: mouse cGAS inhibition by luminescence; recombinant cGAS, Kinase-Glo ATP depletion luminescence; Q8C6L5; inhibition, % at 12.5 µM; actives 0.15% (n = 160,000);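 further: 0% = negative control wells and 100% = reference inhibitor with no enzyme activity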
hcGAS inh: inhibitors of human cGAS; actives 0.081% (n = 290,000); inhibition, % at 12.5 µM; recombinant h-cGAS, ATP depletion, Kinase-Glo luminescence; Q8N884;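 further: 0% = vehicle reaction and 100% = reaction without DNA for no activity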
Target sequence (Q8N884 whole entry, looked up): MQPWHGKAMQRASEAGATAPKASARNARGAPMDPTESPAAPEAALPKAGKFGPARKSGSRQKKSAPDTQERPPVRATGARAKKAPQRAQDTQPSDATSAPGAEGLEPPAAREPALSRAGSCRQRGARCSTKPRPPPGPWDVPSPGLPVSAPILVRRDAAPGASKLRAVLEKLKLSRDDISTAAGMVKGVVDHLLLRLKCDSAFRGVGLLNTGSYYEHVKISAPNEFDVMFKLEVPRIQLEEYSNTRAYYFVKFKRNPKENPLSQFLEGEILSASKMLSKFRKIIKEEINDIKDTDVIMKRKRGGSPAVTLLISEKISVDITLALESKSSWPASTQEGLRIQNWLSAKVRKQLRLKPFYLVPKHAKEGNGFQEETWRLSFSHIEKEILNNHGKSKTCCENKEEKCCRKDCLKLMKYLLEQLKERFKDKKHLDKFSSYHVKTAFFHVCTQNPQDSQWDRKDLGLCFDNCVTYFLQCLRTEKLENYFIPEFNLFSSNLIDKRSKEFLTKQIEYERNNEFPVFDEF
NPYLR7 ag: mosquito NPYLR7 agonism | AID 1259423 | activation, % at 10 µM | HEK293T NPYLR7/Galpha15, GCaMP6s calcium fluorescence | actives 0.15% (n = 270,000); in the data active means activation above about 40%;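 further: 0% = vehicle and 100% = reference agonist at the receptor; some compounds past the cut are filed as inactive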
An asterisk follows results filed as active; . = not tested or not shown; & = joins results of further samples. Unless noted, no stated cut-off is given here; in the data, active means inhibition above about 40%; inactive means the rest.

Values run as follows: hcGAS inh	NPYLR7 ag	mcGAS inh
> CN1CCc2c(sc(NC(=O)c3ccnn3C)c2-c2nc3ccccc3s2)C1
→ -1.1	.	-2.7
> CCN1CCN(C(c2cccc(Cl)c2)c2c(O)cc(C)n(Cc3ccc(OC)cc3)c2=O)CC1 (stereo unspecified)
→ -5.6	5.3	.
> CCOC(=O)C1(C(F)(F)F)NN(c2ccccn2)C(=N)C1C#N (stereo unspecified)
→ -5.4	1.4	.
> Cc1cnc(COc2ccc(N(C)C(=O)OC(C)(C)C)cc2)o1
→ -11.8	8.8	.
> CN1C(=O)CC(CC(=O)N2CCC(c3ccccc3Cl)C2)(c2ccc(-c3ccccc3)cc2)C1=O (stereo unspecified)
→ -7.5	3.5	-12.9
> C=CCOc1ccccc1CNC(=O)NC(C)c1cn(C)nc1C (stereo unspecified)
→ -2.0	7.8	.
> CC1CCC(NC(=O)c2ccc(CSc3nnc4ccccn34)cc2)CC1 (stereo unspecified)
→ -5.7	-6.2	-2.8
> CCOc1ccc(N2CCn3c2nc2c3c(=O)n(CC(=O)OC)c(=O)n2C)cc1
→ -6.8	-2.9	.
> Nc1cc2c(cc1[N+](=O)[O-])OCC(=O)N2
→ -3.3	11.3	-6.8
> CN(CCc1ccccc1)Cc1cc(C(=O)N2CCN3CCCC3C2)no1 (stereo unspecified)
→ -0.8	-6.7	-14.0
> Cc1noc(COc2ccccc2OCC(=O)NC(C)(C)C)n1
→ -6.7	-7.7	.
> O=C(NCC1CCCO1)c1cnn2c1NC(c1ccc(F)cc1)CC2C(F)(F)F (stereo unspecified)
→ -5.7	0.0	-5.8
> O=C(NC1CCCCC1)N1CCn2cccc2C1c1ccc(Br)cc1 (stereo unspecified)
→ -3.7	20.8	.
> Cc1oc2ccccc2c1C=NNc1nc2ccccc2s1
→ -8.1	7.6	-9.4
> CCOC(=O)[C@H](CCc1ccccc1)N[C@@H](C)C(=O)N1C(C(=O)O)C[C@@H]2CCC[C@@H]21 (stereo partly specified)
→ -7.6	5.3	.
> CC(=O)NC(C)CC(=O)Nc1ccc(C(=O)OC2CCCC2)cc1 (stereo unspecified)
→ -0.1	7.1	-13.8
> CC12CN3CC(C)(CN(C1)C31C(=O)Nc3ccc(Br)cc31)C2=O (stereo unspecified)
→ -4.9	9.7	-4.7
> COCCN(CCOC)C(=O)CCc1ccc(-c2ccc(F)cc2)n1-c1ccc(NC(C)=O)cc1
→ -4.5	5.4	-5.0
> Cn1nc(C(=O)O)c2c1CCN(C(=O)COCC1CCCCO1)C2 (stereo unspecified)
→ -2.7	9.2	.
> O=[N+]([O-])c1ccc(C2SCCS2)cc1
→ -1.7	-1.5	-6.3

Other compounds.
Values run as follows: hcGAS inh	NPYLR7 ag	mcGAS inh
> CCc1ncc2c(n1)CN(C(=O)C1Cc3ccccc3CN1CC)C2 (stereo unspecified)
→ -9.4	0.5	.
> CCOC(=O)c1ccc(N=c2scc(-c3ccc(OC)cc3)n2CC2CCCO2)cc1 (stereo unspecified)
→ -12.9	-4.8	-6.3
> CC(C)c1[nH]nc2c1C(c1cccs1)C(C#N)C(=N)O2 (stereo unspecified)
→ -0.2	1.9	.
> CC1(c2ccc(F)cc2)NC(=O)N(CC(=O)N2CCCCC2)C1=O (stereo unspecified)
→ -3.3	-18.0	.
> O=C(CCN(CCc1ccccc1)c1nc(-c2ccccc2Cl)nc2cc(Cl)ccc12)NCc1ccccc1
→ -0.2	-0.9	-3.4
> Cc1ccc(C)c(NS(=O)(=O)c2cnc[nH]2)c1
→ -7.2	13.9	.
> Oc1oc(-c2ccccc2F)nc1C=Nc1ccccc1I
→ -3.7	-2.3	.
> O=C(CNC(=S)NC(=O)c1ccco1)c1ccccc1
→ -3.1	9.3	-8.3
> Cn1ccc2c(-c3cncc(C(=O)N4CCOCC4)n3)ccnc21
→ -6.9	14.2	.
> COc1ccc(OC)c(NC(=O)c2cc(=O)c(OC)cn2C)c1
→ -12.5	-0.8	.
> COc1ccc(-n2ncc(Oc3cccc(C(C)C)c3)c(Nc3ccc(C(=O)N4CCCC4)cc3)c2=O)cc1
→ -4.2	12.1	-5.7
> O=C(Cn1nnnc1CN1CCOCC1)N1CCCN(Cc2ccccc2F)CC1
→ -8.1	-4.2	-3.4
> CCCCS(=O)(=O)N1CCC2(CC1)[C@H](C(=O)N(C)c1ccccc1)[C@@H](OC)C(=O)N2C
→ 5.9	22.7	-5.6
> CC(Cn1cncn1)NC(=O)NCc1ccccc1OC(C)(C)C (stereo unspecified)
→ -14.6	6.1	.
> CC1=CC2=C(C(=O)OC2O)C(O)C2CC(C)(C)CC12 (stereo unspecified)
→ 38.9	-7.5	-2.0
> O=C(c1ccn(C(F)F)n1)N1CCC2(CCCN(C3CCCCC3)C2=O)C1 (stereo unspecified)
→ -12.5	.	-5.5
> COCCN(Cc1ccc(C)cc1)C(=O)C1CCN(c2ncccn2)CC1
→ -7.6	17.3	-11.1
> CN(C)c1ccc(CNC(=O)C2CCCCC2)cn1
→ 4.6	-2.1	.
> COc1ccc(OCc2nc(C(=O)N3CC=CC3C(C)C)co2)cc1 (stereo unspecified)
→ -4.3	1.3	-15.6
> CCc1nc(CNC(=O)C(c2cccc(C)c2)N(C)C)cs1 (stereo unspecified)
→ -3.6	1.0	.

Going on with the list.
Values run as follows: hcGAS inh	NPYLR7 ag	mcGAS inh
> CCOC(=O)c1nn(-c2ccccc2)c(=O)cc1N1CCC(Cc2ccccc2)CC1
→ -5.4	8.4	.
> COc1ccc(-n2c(CN3CCC(C#N)CC3)nc3ccccc32)cc1
→ -7.7	5.7	.
> CCc1ccc(Nc2nnc(SCC(=O)NC(=O)NC)s2)cc1
→ 1.2	8.9	2.4
> O=C(NCc1ccccc1-n1ccnc1)c1cn(Cc2cccc(Cl)c2)nn1
→ -6.0	-0.3	.
> COc1ccc(OC)c(C2CCN(Cc3ncccc3C(=O)O)C2)c1 (stereo unspecified)
→ -1.8	18.6	-15.1
> COc1ccc(-c2ccncc2C)c(OC)c1
→ -4.1	12.5	.
> Cc1oc(CC(C)C)cc1C(=O)NCCNC(=O)c1cc(CC(C)C)oc1C
→ -4.6	-0.5	.
> O=C(Nc1cccc(Cc2ccccc2)c1)Nc1nc([C@@H]2O[C@H](CO)[C@@H](O)[C@H]2O)cs1
→ -1.2	0.7	-3.1
> COCCC(=O)NC1CCCc2nc(N(C)C)ncc21 (stereo unspecified)
→ -7.8	2.9	.
> COc1ccc(-n2cccn2)c(CN2CCCN(C)C3(CCN(C)CC3)C2)c1
→ -7.5	-3.6	-12.2
> Cc1nnc(SCCn2c(Br)nc3c2c(=O)[nH]c(=O)n3C)s1
→ -0.1	6.4	.
> c1ccc(-n2ncc3c(N4CCN(C5c6ccccc6-c6ccccc65)CC4)ncnc32)cc1
→ -3.5	11.7	-3.9
> COCCCN(Cc1csc(COc2ccc(C)cc2)n1)S(=O)(=O)c1ccc(C)cc1
→ 3.6	-9.4	14.9
> Cc1nn(-c2ccc(F)cc2)c2nc(CCC(C)C)nc(N3CCN(C(=O)C4C[C@H]4c4ccccc4)CC3)c12 (stereo partly specified)
→ -2.1	8.5	-5.1
> C=CCN(CC(=O)N1CCc2sccc2C1c1ccc(OC)cc1)C(=O)c1cc(OC)cc(OC)c1 (stereo unspecified)
→ -7.8	23.6	-4.3
> Cc1nc2c(=O)n(CC(N)=O)nc(-c3ccccc3)c2s1
→ 1.2	5.3	-5.0
> O=C(c1cnn(-c2ccccc2)c1C(F)(F)F)N1CCC(c2cn(Cc3cccc(F)c3)c3ccccc23)CC1
→ -2.0	2.4	-4.6
> COc1ccc(N(C)S(=O)(=O)c2cccc(C(=O)NC3CCCCC3C)c2)cc1 (stereo unspecified)
→ -5.6	-6.1	-16.7
> c1ccc(CN2CCC(Nc3nncc(-c4ccccc4)n3)C2)cc1 (stereo unspecified)
→ -11.3	0.8	-2.8
> CCOc1ccc(-n2c(O)c(C=NC(CO)(CO)CO)c(=O)[nH]c2=O)cc1
→ 1.9	4.5	-2.3

Another view of some results above:
SMILES	hcGAS inh	NPYLR7 ag	mcGAS inh
COCCCN(Cc1csc(COc2ccc(C)cc2)n1)S(=O)(=O)c1ccc(C)cc1	3.6	-9.4	14.9
Cc1nn(-c2ccc(F)cc2)c2nc(CCC(C)C)nc(N3CCN(C(=O)C4C[C@H]4c4ccccc4)CC3)c12 (stereo partly specified)	-2.1	8.5	-5.1
C=CCN(CC(=O)N1CCc2sccc2C1c1ccc(OC)cc1)C(=O)c1cc(OC)cc(OC)c1 (stereo unspecified)	-7.8	23.6	-4.3
Cc1nc2c(=O)n(CC(N)=O)nc(-c3ccccc3)c2s1	1.2	5.3	-5.0

More entries follow.
Values run as follows: hcGAS inh	NPYLR7 ag	mcGAS inh
> CCN(CC(=O)NC)C(=O)c1ccc(C2CCCCC2)cc1
→ -7.2	1.0	.
> O=C(O)C1C2C=CC(O2)C1C(=O)Nc1ccc(S(=O)(=O)NCCc2ccccc2)cc1 (stereo unspecified)
→ -1.7	-10.6	.
> CCCCCCCCCCOc1ccc(C2=N/C(=C\C(Cl)=C\c3ccccc3)C(=O)O2)cc1
→ -4.6	-4.7	-4.9
> CC(=O)NC(NC(=S)Nc1ccc(C(C)=O)cc1)C(Cl)(Cl)Cl (stereo unspecified)
→ -0.7	-6.9	-3.6
> COc1ccc(CC2(CCC(=O)NCC3OCCc4ccccc43)CCC(=O)N2)c(F)c1 (stereo unspecified)
→ -7.4	12.2	-10.3
> O=C(Nc1ccc2c(c1)OCO2)C1=CC=CN2CCS(=O)(=O)N=C12
→ -1.2	0.5	1.0
> O=C(c1cccc(F)c1)N(CCN1CCOCC1)Cc1nccn1Cc1ccccc1Cl
→ -4.1	7.6	-4.7
> COc1ccc(CCN(Cc2ccc(C)o2)C(=O)CN(CC2CCCO2)C(=O)NC(C)(C)C)cc1OC (stereo unspecified)
→ -4.0	.	-9.1
> CC1=CC(=O)CC(C)(C)C1(O)/C=C/C(C)=C\C(=O)NCCc1c[nH]c2ccccc12 (stereo unspecified)
→ -4.0	2.0	-4.8
> Cc1ccccc1C(=O)NC(=NCC(C)C)OCC(C)C
→ -1.2	33.2	-4.0
> OC[C@H]1O[C@@H](c2nc(-c3nc(-c4ccc(C(F)(F)F)cc4)no3)cs2)[C@H](O)[C@@H](O)[C@H]1O
→ -8.0	1.1	-6.4
> O=c1[nH]c(CSC/C=C/c2ccccc2)nc2ccsc12
→ 5.6	-4.0	3.8
> Cc1cc(C(=O)NC2CCCc3c2cnn3-c2ccc(C)c(C)c2)nc(C)n1 (stereo unspecified)
→ -9.3	4.1	.
> Cc1ncc(-c2c(-c3ccccc3)ncn2CCNC(=O)c2ccncc2)s1
→ -4.9	1.5	.
> CCCn1nnnc1CN1CCC(c2ccc(O)cc2)CC1
→ -13.2	9.5	-6.6
> CCCC(C(=O)OCC)/C(C)=N\NC(=O)Cc1ccc(OC)cc1 (stereo unspecified)
→ -1.0	2.7	.
> COc1cc2c(cc1OC)CN(S(=O)(=O)c1ccc(OC)c(N3CCN(C(=O)C4CCC4)CC3)c1)CC2
→ -0.6	29.0	-5.7
> Oc1ccc(-c2onc3ccc(Cl)cc23)cc1
→ -4.0	111.9*	.
> COc1ccc(/C=C/CN2CCCC(CNC(=O)c3cccs3)C2)cc1 (stereo unspecified)
→ -8.2&-8.4	5.4&7.6	.
> CCOC(=O)C1C(=O)C=C(c2ccc(F)cc2)CC1c1cccc(OC)c1 (stereo unspecified)
→ -9.0	7.9	-7.3

Individual results from above:
Result for O=C(Nc1ccc2c(c1)OCO2)C1=CC=CN2CCS(=O)(=O)N=C12 under mcGAS inh: 1.0
Result for CCOC(=O)C1C(=O)C=C(c2ccc(F)cc2)CC1c1cccc(OC)c1 (stereo unspecified) under hcGAS inh: -9.0
Result for CC1=CC(=O)CC(C)(C)C1(O)/C=C/C(C)=C\C(=O)NCCc1c[nH]c2ccccc12 (stereo unspecified) under hcGAS inh: -4.0
Result for COc1ccc(/C=C/CN2CCCC(CNC(=O)c3cccs3)C2)cc1 (stereo unspecified) under hcGAS inh: -8.2&-8.4
Result for COc1ccc(CC2(CCC(=O)NCC3OCCc4ccccc43)CCC(=O)N2)c(F)c1 (stereo unspecified) under NPYLR7 ag: 12.2

Carrying on.
Values run as follows: hcGAS inh	NPYLR7 ag	mcGAS inh
> COC(=O)c1cccc(C(=O)Nc2c(C)nn(-c3ccccc3)c2C)n1
→ 0.1	-0.4	.
> CN1C2CCC1CC(OC(=O)C(CO)c1ccccc1)C2 (stereo unspecified)
→ 1.8&-5.4&3.4&-3.2&-1.8	-2.5&-6.3&-15.4&-9.6&6.3	-4.1&-1.9
> Cc1cc(Nc2ccccc2)nc(N2CCN(C(=O)CCCc3ccccc3)CC2)n1
→ -6.5	13.8	.
> O=C(NCCC(c1ccccc1)c1ccccc1)c1cc(-c2ccccc2F)nn1-c1ccc(Cl)c(Cl)c1
→ -10.8	-4.6	-2.6
> O=C1CN(C(=O)COC(=O)C2SCCc3ccccc32)CCN1 (stereo unspecified)
→ -3.5	6.0	.
> CCN(C(=O)c1ccc2c(=O)n(CC)c(=O)[nH]c2c1)c1ccccc1C
→ -10.5	7.3	.
> Cn1c(=O)ccn(CC(=O)Nc2sccc2C(=O)C(C)(C)C)c1=O
→ -5.3	3.2	-15.1
> COCCNC(=O)c1cc(NC(=O)c2cc(Cl)cc(Cl)c2)ccc1N1CCN(c2ccccc2OC)CC1
→ -2.8	16.3	-5.6

3 entries from above, sorted by SMILES length, smallest number first:
Values run as follows: hcGAS inh	NPYLR7 ag	mcGAS inh
> O=C1CN(C(=O)COC(=O)C2SCCc3ccccc32)CCN1 (stereo unspecified)
→ -3.5	6.0	.
> CCN(C(=O)c1ccc2c(=O)n(CC)c(=O)[nH]c2c1)c1ccccc1C
→ -10.5	7.3	.
> COCCNC(=O)c1cc(NC(=O)c2cc(Cl)cc(Cl)c2)ccc1N1CCN(c2ccccc2OC)CC1
→ -2.8	16.3	-5.6
